Screening results (PubChem)
H1N1 NS1A inhibition = H1N1 influenza NS1A inhibitors, functional cell based assay (AID 504329) | NS1A functional cell-based assay, percent inhibition; higher % means a stronger effect | inhibition, % at 12.5 µM, or IC50 in µM where a hit was titrated | 340,000 compounds, 0.3% hits; in the data active = a potency from the dose series; inconclusive = inhibition above about 27% without an active follow-up result; note: strong numbers were not always called active
H37Rv inhibition = M. tuberculosis growth inhibition, HTS (AID 449762); M. tuberculosis H37Rv growth inhibition, 7H9 media; higher % means a stronger effect; 330,000 compounds, 0.59% hits; inhibition, % at 25 µM, or IC50 in µM where a hit was titrated; in the data active = a potency from the dose series; inconclusive = inhibition above about 70% without an active follow-up result;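 note: bacterial growth assessed after seven days of incubation; strong numbers were not always called active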
VEEV TC-83 Vero = inhibitors of VEEV TC-83 cytopathic effect, confirmation, Vero cells (AID 588727) | 350,000 compounds, 0.13% hits | inhibition, % at 20 µM; hits with a dose series show IC50 in µM | Vero cells, VEEV TC-83 cytopathic effect inhibition; higher % means a stronger effect; in the data active = a potency from the dose series; inconclusive = inhibition mostly from about 14% at the one dose, without a potency; inactive = the rest, 99 in 100 with inhibition below about 12%; note: strong numbers were not always called active
tuberculosis growth = growth inhibition of non-replicating M. tuberculosis (AID 488890); Mycobacterium tuberculosis non-replicating, growth inhibition; higher % means a stronger effect; inhibition, % at 25 µM; hits with a dose series show IC50 in µM; 320,000 compounds, 0.39% hits; in the data active = a potency from the dose series; inconclusive = inhibition mostly from about 82% at the one dose, without a potency; inactive = the rest, 99 in 100 with inhibition below about 76%;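 note: plate controls were DMSO cells for no effect and high antibiotic wells for full effect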
PhoP GFP inhibition = PhoP regulon inhibitors, Salmonella typhi PhoP promoter GFP reporter, confirmatory (AID 1850) | Salmonella Typhi PhoP-promoter GFP reporter, fluorescence, 4 h; higher % means a stronger effect | inhibition, % at 50 µM; hits with a dose series show IC50 in µM | 310,000 compounds, 0.33% hits; in the data active = a potency from the dose series; inconclusive = inhibition mostly from about 25% at the one dose, without a potency; inactive = the rest, 99 in 100 with inhibition below about 19%;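 note: 0% = induced wells with vehicle and 100% = uninduced wells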
VEEV TC-83 Vero 10K pilot screen = second read-out of VEEV TC-83 Vero, no call of its own (marks repeat the call); inhibition, %; measured here: 10K pilot screen inhibition
The depositor's hits bear a star; i = inactive; u = inconclusive; x = not tested or not shown. Rows were taken by chance. Share with any hit: about 1.5%.

Start of the data: the first four compounds (preview)
SMILES	H1N1 NS1A inhibition	H37Rv inhibition	VEEV TC-83 Vero	tuberculosis growth	PhoP GFP inhibition	others
Cc1nn(CCCC(=O)N2CCN(c3ccc(F)cc3)CC2)c(C)c1[N+](=O)[O-]	7%	2%	0.1%	60%	8%
O=C(CN1C(=O)NC2(CCc3ccccc32)C1=O)NCCc1ccccc1 (centres undefined)	-11%	3%	2.9%	-5%	x
CCN(CC)c1ccc(C(=O)NNC(=O)CCc2nc3ccccc3c(=O)[nH]2)cc1	-11%	-12%	1.7%	9%	-11%
COc1ccc(CN2CCN(CCCc3ccccc3)CC2)c(OC)c1	x	6%	x	45%	-8%

The whole of this part, from the first entry:
SMILES	H1N1 NS1A inhibition	H37Rv inhibition	VEEV TC-83 Vero	tuberculosis growth	PhoP GFP inhibition	others
Cc1nn(CCCC(=O)N2CCN(c3ccc(F)cc3)CC2)c(C)c1[N+](=O)[O-]	7%	2%	0.1%	60%	8%
O=C(CN1C(=O)NC2(CCc3ccccc32)C1=O)NCCc1ccccc1 (centres undefined)	-11%	3%	2.9%	-5%	x
CCN(CC)c1ccc(C(=O)NNC(=O)CCc2nc3ccccc3c(=O)[nH]2)cc1	-11%	-12%	1.7%	9%	-11%
COc1ccc(CN2CCN(CCCc3ccccc3)CC2)c(OC)c1	x	6%	x	45%	-8%
COC(=O)C1CCCCN1C(=O)c1cc(COc2cccc3cnccc23)on1 (centres undefined)	3%	4%	i	47%	7%
COc1ccc(-c2nc3ccccn3c2/N=C/c2ccc(OC)c(OC)c2)cc1O	8%	-3%	5.0%	33%	-8%
O=C(Nc1ccc([N+](=O)[O-])cc1)c1ccccc1	2%	-3%	0.6%	30%	-7%
COc1ccc(C2N(Cc3ccccc3)CC(=O)N2/N=C(\C)c2ccccc2)cc1 (centres undefined)	3%	-21%	0.9%	1%	-7%
COc1ccccc1NS(=O)(=O)c1ccc2oc(=S)[nH]c2c1	-11%	-5%	i	9%	-8%
S=c1[nH]nc(-c2cccnc2)n1C1CCCCC1	-5%	8%	1.0%	-11%	-8%
Cc1ccc(C(=O)COC(=O)CN2C(=O)C3C4CCC(C4)C3C2=O)cc1C (centres undefined)	-8%	x	i	x	x
Cc1cc(=O)oc2c(N)c(O)ccc12	4%	-10%	0.5%	-16%	-13%
COC(=O)Cn1c(C)nc2ccccc21	-12%	-1%	i	0%	2%
CN(C(=O)c1ccc(NC(=O)Cc2ccc(NC(=O)C3CCCN(S(=O)(=O)c4cccc([N+](=O)[O-])c4)C3)cc2)cc1)C1CCCC1 (centres undefined)	-1%	x	0.5%	x	x
Cc1cccc(N2CCN(C(=O)c3nn(C)c4c3CS(=O)(=O)c3ccccc3-4)CC2C)c1 (centres undefined)	16%	7%	10%	25%	1%
CCn1cnc2c1c(=O)n(CC(=O)NCC(F)(F)F)c(=O)n2Cc1ccccc1	-1%	-3%	3.5%	-5%	0%
CSc1nc(Oc2ccc(F)cc2)c2ccccc2n1	1%	-3%	i	7%	-4%
CCOc1ccc(N(C(C)C(=O)N2CCCCCC2)S(C)(=O)=O)cc1 (centres undefined)	-5%	4%	0.1%	-3%	-6%
COc1ccc(C(=O)OCC(=O)c2ccc(CNC(C)=O)s2)cc1	1%	-4%	1.4%	-17%	x
COc1ccccc1C(=O)COC(=O)c1cc(S(=O)(=O)N2CCCCC2)ccc1N1CCOCC1	2%	8%	9.2%	10%	-3%

Five structures out of the list, arranged by formula weight, lowest first.
SMILES	H1N1 NS1A inhibition	H37Rv inhibition	VEEV TC-83 Vero	tuberculosis growth	PhoP GFP inhibition	others
Cc1cc(=O)oc2c(N)c(O)ccc12	4%	-10%	0.5%	-16%	-13%
COc1ccc(C(=O)OCC(=O)c2ccc(CNC(C)=O)s2)cc1	1%	-4%	1.4%	-17%	x
Cc1ccc(C(=O)COC(=O)CN2C(=O)C3C4CCC(C4)C3C2=O)cc1C (centres undefined)	-8%	x	i	x	x
CCn1cnc2c1c(=O)n(CC(=O)NCC(F)(F)F)c(=O)n2Cc1ccccc1	-1%	-3%	3.5%	-5%	0%
COc1ccccc1C(=O)COC(=O)c1cc(S(=O)(=O)N2CCCCC2)ccc1N1CCOCC1	2%	8%	9.2%	10%	-3%

Continuation:
SMILES	H1N1 NS1A inhibition	H37Rv inhibition	VEEV TC-83 Vero	tuberculosis growth	PhoP GFP inhibition	others
COc1cc(SC)ccc1C(=O)Nc1cc(C)c(OCC(=O)N2CCOCC2)c(C)c1	20%	-2%	8.2%	-5%	6%
COc1ccc(S(=O)(=O)N2CCCC2C(=O)Nc2nccs2)cc1 (centres undefined)	-3%	-6%	1.2%	4%	4%
Cc1ccc2c(c1)C(=O)C(=O)N2CCOc1ccccc1	14%	6%	3.7%	71%	12%
O=C(Oc1cc(=O)oc2ccccc12)c1cccnc1Cl	-19%	8%	i	47%	-1%
CC(=O)c1ccc(-c2ccc(-c3cc(=O)oc4c(C(C)C)ccc(C)c34)cc2)cc1	1%	x	5.6%	x	x
O=C(CN1CCN(Cc2ccccc2)CC1)Nc1nc2ccccc2s1	-13%	3%	0.4%	47%	-6%
CCCCNC(=O)CSc1nnc(-c2c[nH]c3ccccc23)n1CC1CCCO1 (centres undefined)	12%	5%	1.6%	12%	7%
Cc1cc(=O)n2nc(N3CCCC(C(=O)NC(C)c4ccccc4)C3)sc2n1 (centres undefined)	8%	0%	1.3%	-10%	-1%
CC(C)c1ccc(/C=C2\SC(N3CCCC3)=NC2=O)cc1	1%	-7%	1.0%	68%	5%
CCCc1nc2ccc(NC(=O)c3ccco3)cc2c(=O)n1Cc1ccc(Cl)cc1	-7%	14%	1.1%	33%	-6%
COc1ccc(NC(=O)C(=O)NCCN2CCN(C(=O)c3cccs3)CC2)cc1	4%	-3%	1.2%	0%	-3%
CCOc1ccc(C(=O)Nc2c(C(N)=O)oc3ccccc23)cc1	24%	23%	i	15%	-1%
COc1ccc(Cl)cc1NC(=O)CNc1ccc(F)cc1C	-4%	-2%	1.7%	20%	-5%
Cc1nn(-c2ccccc2[N+](=O)[O-])c(=O)c2ccccc12	-6%	6%	1.5%	-7%	8%
COc1ccc(-n2nnnc2SCC(=O)NC2CCS(=O)(=O)C2)cc1 (centres undefined)	2%	5%	1.9%	11%	x
Cc1c(C(C)C[C@H](C)O)oc(=O)c2c1Oc1c(C)c(C(C)C[C@H](C)O)oc(=O)c1C2 (some centres undefined)	12%	-1%	0.3%	-2%	x
COc1ccc(NC2CCCN(C(=O)c3cc(CC(C)C)nc(N)n3)C2)cc1 (centres undefined)	8%	-2%	1.9%	0%	-5%
O=C1NC(c2ccccc2)=C(c2nc3ccccc3s2)C(c2ccc(F)cc2)N1 (centres undefined)	2%	55%	i	20%	-5%
COc1ccccc1NS(=O)(=O)c1cccc(C(=O)NCC(c2ccco2)N(C)C)c1 (centres undefined)	-3%	-8%	1.2%	7%	5%
CC1CCCC(C(=O)OCc2ccccc2)N1 (centres undefined)	-2%	-6%	1.7%	-7%	3%
O=C(CN1CCN(c2ccccc2)CC1)NCc1ccc(F)cc1	1%	-2%	i	14%	1%
CC(C)(C)NC(=O)C1CCCN(S(=O)(=O)c2ccc(-n3cnnn3)cc2)C1 (centres undefined)	-2%	-9%	3.4%	17%	-2%
Clc1cccc(CN2CCN(c3ncccn3)CC2)c1Cl	0%	7%	0.2%	20%	-6%
O=C(N/N=C/c1ccccn1)c1ccc(Br)o1	-17%	36%	0.5%	u	61µM*	VEEV TC-83 Vero 10K pilot screen=0.8
C=CCn1c2ccccc2c(=O)c2cc(C#Cc3cc(OC)cc(OC)c3)ccc21	-1%	7%	0.2%	4%	x
CC(Oc1ccc2c3c(c(=O)oc2c1)CCC3)C(=O)NCC1CCC(C(=O)O)CC1 (centres undefined)	-6%	-8%	0.4%	-12%	17%
Cn1c(=O)c2c(SCC(=O)N3CCCc4ccccc43)nc(C3CC3)nc2n(C)c1=O	0%	4%	7.9%	-13%	12%
CC(=NCc1ccccc1)C1=C(O)COC1=O	-29%	-2%	2.0%	-8%	4%
COc1ccc(-c2cc(C(=O)NCCc3ccccc3)no2)cc1OC	2%	-1%	2.8%	-19%	-18%
O=Cc1ccc(OCC(=O)Nc2ccccc2C(F)(F)F)cc1	-3%	8%	i	75%	0%
N#Cc1cnn2c(-c3ccc(Cl)cc3Cl)ccnc12	x	3%	0.7%	0%	14%
Cc1ccc(-n2c(C)cc(C(=O)CSc3nnc4ccccn34)c2C)cc1	9%	11%	i	66%	-1%
O=C(CN1C(=O)COc2ccccc21)NCCCN1CCCCC1	-6%	-6%	2.1%	-1%	5%
Cc1cccc(NCN2C(=O)c3ccccc3C2=O)c1	0%	-1%	i	-14%	26%
Cc1c(NC(=O)c2cc(-c3ccc(Cl)cc3)on2)c(=O)n(-c2ccccc2)n1C	5%	9%	2.9%	5%	1%
CCn1ncc(Br)c1C(=O)Nc1ccc(F)c([N+](=O)[O-])c1	-1%	5%	i	6%	-6%
Cc1nc(NC(=O)CN(C)S(=O)(=O)c2ccc(Cl)cc2)sc1C	20%	-3%	2.0%	5%	3%
CC1CCCC(C)N1C(=O)COC(=O)c1nn(C)c(=O)c2ccccc12 (centres undefined)	-9%	2%	0.4%	-10%	-3%
CCN(CC)S(=O)(=O)c1ccc(NC(=O)c2cccnc2Cl)c(NC(=O)c2cccnc2Cl)c1	x	-4%	1.0%	-3%	-5%
COc1ccccc1CN1CCNC(=O)C1CC(=O)N(C)Cc1cnccn1 (centres undefined)	-3%	x	i	x	x
Cc1ccccc1N1CCN(C2CCCN(C(=O)c3ccc(Cl)s3)C2)CC1 (centres undefined)	-1%	9%	5.3%	22%	-5%
CCNc1nc(C)c2cc(Br)c(=O)n(CC)c2n1	-2%	-2%	2.0%	3%	-1%
O=C(c1cnc2n(c1=O)CCS2)N1CCN(c2ccccc2F)CC1	32%	-5%	0.2%	4%	5%
COc1ccc(CNC(=O)C2CCN(C(=O)[C@@H]3Cc4ccccc4CN3)CC2)cc1	6%	8%	i	-5%	-2%
COC(=O)c1cccc(NC(=O)CC2C(=O)NCCN2C(=O)Nc2cc(C)cc(C)c2)c1 (centres undefined)	1%	19%	3.3%	9%	0%
COC(=O)CCCCCCCCCCN1CCCCC1	-8%	-9%	i	19%	7%
CSc1nc(NCC(C)C)c2c3c(sc2n1)CN(C)CC3	22%	3%	i	52%	-9%
Cc1ccc(N(CC(=O)NCCc2ccccc2)S(=O)(=O)c2c(C)noc2C)cc1	4%	6%	1.3%	10%	13%
O=c1c2ccccc2nnn1CSc1nnnn1-c1ccccc1	-8%	12%	i	16%	-4%
Cc1sc2nc(SCC(=O)Nc3c(C)n(C)n(-c4ccccc4)c3=O)n(C)c(=O)c2c1C	0%	-8%	5.1%	0%	-2%

Continued.
SMILES	H1N1 NS1A inhibition	H37Rv inhibition	VEEV TC-83 Vero	tuberculosis growth	PhoP GFP inhibition	others
Cc1ccc(Cl)cc1NC(=S)N(CCCN1CCN(C)CC1)Cc1ccco1	9%	-3%	i	21%	-8%
N#Cc1nc(COc2ccc(Br)cc2)oc1N1CCCC1	13%	2%	1.8%	39%	4%
O=c1c2ccccc2nc(SCc2nnc(-c3ccccc3Br)o2)n1-c1ccccc1	-4%	1%	12%	-2%	-7%
CCOc1ccc(CCNC(=O)CSc2nnnn2C)cc1OCC	-17%	-2%	1.2%	-11%	10%
CCOc1c(Cl)cc(CNC(C)(C)CC(C)(C)C)cc1OC	1%	-4%	0.6%	9%	3%
CC1CCCC(NC(=O)COC(=O)c2cc(=O)[nH]c3ccccc23)C1C (centres undefined)	5%	-7%	2.0%	2%	x
O=C(O)c1ccccc1C(=O)OCCc1cc2ccccc2c(=O)o1	-3%	-4%	0.2%	x	x
CCSc1nnc(NC(=O)[C@@H](NC(=O)c2ccccc2F)C(C)C)s1	2%	0%	0.5%	18%	-2%
CCCC(CCC)C(=O)Nc1ccc2c(c1)N(C(=O)CCN1CCN(C)CC1)c1ccccc1CC2	-2%	6%	0.6%	49%	5%
COCCN1CC(C(=O)NCc2ncccc2C)CCC1=O (centres undefined)	-5%	13%	1.1%	-6%	-8%
Cc1ccc(CNC(=O)C2CCC(=O)N(CC3CCCCC3)C2)o1 (centres undefined)	-2%	-7%	2.7%	-2%	-10%
CCOC(=O)C1CCCN(Cc2ccccc2C)C1 (centres undefined)	-44%	-7%	0.9%	2%	-2%	VEEV TC-83 Vero 10K pilot screen=0.1
Oc1c(Cl)cc(Cl)cc1CN1CCN(Cc2ccccc2)CC1	-1%	8%	i	6%	-4%
CC(C)CC(=O)N1CCN(Cc2ccc3c(c2)OCO3)CC1	-4%	11%	0.7%	-4%	8%
c1ccc2c3c([nH]c2c1)C1(CCNCC1)NCC3	16%	-6%	70%	6%	4%
